Assay outcomes: PubChem, National Center for Advancing Translational Sciences (NCATS)
DT40 TDP1 no CPT – qHTS for Inhibitors of human tyrosyl-DNA phosphodiesterase 1 (TDP1): qHTS in cells in absence of CPT; 420,000 compounds, 15% hits; Potency, µM (highest dose often 46.2 µM), for the others: at the highest dose activity change, negative = growth inhibition, actives largely listed as inhibitors; DT40 Tdp1-/- hTDP1 cells, no CPT, ATP luminescence, 48 h; further: nearly all actives have a fitted effect of over 55% in size
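Readout: luminescence from CellTiter-Glo after 30 min in the dark at RT. Cells: DT40 Tdp1-/- with stable hTDP1, 400/well. Exposure: compounds alone, ≥48 hr, 37 °C.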
TDP1 cell CPT – qHTS for Inhibitors of human tyrosyl-DNA phosphodiesterase 1 (TDP1): qHTS in cells in presence of CPT; chicken DT40 Tdp1-/-;hTDP1 cells + 20 nM CPT, ATP luminescence, 48 h; Potency, µM (doses to about 46.2 µM), inactives show at the highest dose activity change, negative = growth inhibition, hits mostly inhibitors; 420,000 compounds, 12% hits; AID 686979, 2013; further: nearly all actives have a fitted effect of over 55% in size
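Cell growth measured by CellTiter-Glo luminescence after a minimum 48 h, 37 C compound exposure with 20 nM CPT in Tdp1-knockout DT40 cells stably expressing hTDP1, seeded 400/well; qHTS titration format.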
TDP1 inh – qHTS Assay for Inhibitors of Tyrosyl-DNA Phosphodiesterase (TDP1) | 350,000 compounds, 0.28% hits | AID 485290, 2010 | recombinant TDP1, AlphaScreen DNA substrate cleavage | Potency, µM (doses to about 130 µM), inactives show top-dose activity change, negative = inhibition, most hits filed as inhibitors; further: nearly all actives have a fitted effect of over 40% in size
Target sequence (Q9NUW8 whole entry, looked up): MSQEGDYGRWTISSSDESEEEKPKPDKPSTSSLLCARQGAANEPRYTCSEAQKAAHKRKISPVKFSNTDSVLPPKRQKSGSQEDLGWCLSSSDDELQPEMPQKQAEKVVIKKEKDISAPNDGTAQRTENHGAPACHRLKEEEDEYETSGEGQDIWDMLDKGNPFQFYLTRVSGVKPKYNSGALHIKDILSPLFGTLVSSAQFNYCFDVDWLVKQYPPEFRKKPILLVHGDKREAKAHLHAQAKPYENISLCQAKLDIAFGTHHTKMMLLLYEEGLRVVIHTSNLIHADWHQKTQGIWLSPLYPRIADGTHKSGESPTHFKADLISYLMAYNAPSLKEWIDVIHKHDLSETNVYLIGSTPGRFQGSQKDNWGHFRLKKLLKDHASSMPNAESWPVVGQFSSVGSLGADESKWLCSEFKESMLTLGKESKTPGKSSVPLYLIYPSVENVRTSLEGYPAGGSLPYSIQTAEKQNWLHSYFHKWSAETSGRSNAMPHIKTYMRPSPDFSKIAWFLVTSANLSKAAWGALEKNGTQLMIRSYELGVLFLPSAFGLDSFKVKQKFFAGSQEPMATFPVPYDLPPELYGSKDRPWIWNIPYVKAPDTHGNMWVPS
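Signal: AlphaScreen proximity between streptavidin donor and anti-FITC acceptor beads on intact substrate. Reaction: Tdp1 1 nM, substrate 15 nM final, 5 min RT after 15 min compound preincubation.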
Active calls of the source: *; ? = inconclusive; nt = not tested or not shown; & = joins results of further samples; [ ] = dose if it differs, or a comment. The call rests on the fitted dose curve; in most records, active means well fitted curve in the direction sought with a large enough effect; inconclusive means small, poorly fitted or top-dose-only effect, or another doubt; inactive means no such curve, though single readings can be large; an effect the other way counts as inactive or inconclusive. On the % scale 0 is the no-effect control and ±100 the full control effect; potency means the concentration at half of the fitted maximal effect.

SMILES	DT40 TDP1 no CPT	TDP1 cell CPT	TDP1 inh
Cc1oc2ncnc(N3CCCCC3)c2c1C(=O)Nc1cccc(Cl)c1C	14.6µM*	16.4µM*	1.1%
Cc1cc(C)nc(NC(=O)c2ccc(OC(C)C)cc2)n1	-20.0%	-18.7%	1.1%
Cc1ccc(S(=O)(=O)CCC(=O)NCCC2=CCCCC2)cc1	-7.3%	12.6%	nt
O=C(NC(=S)Nc1cc(Cl)ccc1Cl)c1ccco1	-7.9%	-0.3%	nt
Cc1ccc(-c2csc(NC(=O)COc3ccc(N(C)S(=O)(=O)c4ccc(C)cc4)cc3)n2)cc1	18.4µM*	14.6µM*	3.5%
CC(=O)N1CCC(C(=O)Nc2nnc(C(C)C)s2)CC1	13.9%	16.3%	nt
Cc1ccc(NC(=O)CN(C)C(=O)COC(=O)COc2cc(C)cc(C)c2)cc1	-16.3%	-5.2%	nt
CCN(CC(=O)Nc1ccc(NC(C)=O)cc1)C(=O)/C=C/c1ccc([N+](=O)[O-])cc1	-16.9%	-8.4%	nt
O=C(Cc1cccc(NC(=O)C2CCN(C(=O)C3CC3)CC2)c1)Nc1cccc(C(=O)N2CCCC2)c1	0.0%	10.7%	-0.3%
O=C(CCCNC(=O)c1ccc(Cl)cc1)NCc1ccccc1Cl	3.0%	-2.7%	nt
Cc1nc2ncnn2c(C)c1CCC(=O)NC(C)CCc1ccco1 (configuration not stated)	-7.2%	-1.7%	2.1%
CCN(C(=O)c1oc2ccc(S(=O)(=O)N3CCCCCC3)cc2c1C)c1ccccc1	14.6µM*	23.1µM*	5.2%
CC(=O)Nc1ccc(NC(=O)c2c(C)nn(-c3ccccc3)c2-n2cccc2)cc1	?	?	0.0%
N#C/C(=C(/O)COC(=O)c1ccccc1O)c1nc2ccccc2s1	16.4µM*	-26.4%	2.7%
O=C(c1ccc(=O)[nH]n1)N1CCN(S(=O)(=O)c2ccccc2F)CC1	15.9%	-17.0%	?

Reformatted: results already given.
| Structure | DT40 TDP1 no CPT | TDP1 cell CPT | TDP1 inh |
| --- | --- | --- | --- |
| O=C(Cc1cccc(NC(=O)C2CCN(C(=O)C3CC3)CC2)c1)Nc1cccc(C(=O)N2CCCC2)c1 | 0.0% | 10.7% | -0.3% |
| O=C(CCCNC(=O)c1ccc(Cl)cc1)NCc1ccccc1Cl | 3.0% | -2.7% | nt |
| Cc1nc2ncnn2c(C)c1CCC(=O)NC(C)CCc1ccco1 (configuration not stated) | -7.2% | -1.7% | 2.1% |

(continued)
SMILES	DT40 TDP1 no CPT	TDP1 cell CPT	TDP1 inh
O=C(NCc1ccc(Cl)c(Cl)c1)c1cc(C2CCCCN2C(=O)CCc2ccccc2)on1 (configuration not stated)	?	?	nt
CCCN1CCN(CCCNC(=O)c2ccc(CS(=O)c3ccccc3C)o2)CC1 (configuration not stated)	-4.1%	-3.3%	1.7%
CC(=O)c1ccc[nH]1	0.6%	-12.2%	6.1%[56.1 µM]
Cc1cccc(N2CC(C(=O)Nc3nnc(SCC(=O)N4CCOCC4)s3)CC2=O)c1 (configuration not stated)	18.4%	0.8%	5.7%
COc1ccc(C2C(C(=O)Nc3cccc(C)n3)c3ccccc3C(=O)N2C)cc1 (configuration not stated)	-9.1%	-3.8%	5.2%
Cc1ccc(C(=O)C2=C(O)C(=O)N(Cc3cccnc3)C2c2cccc(Oc3ccccc3)c2)o1 (configuration not stated)	?	4.6%	nt
CCOC(=O)C/C(C)=N/NC(=O)CNc1cccc(Cl)c1C	13.0%	1.2%	4.2%
CCn1c(-c2cccn(Cc3ccc(Cl)cc3Cl)c2=O)n[nH]c1=S	?	-0.1%	2.3%
COc1ccc(NC(=O)CSCC(=O)N(C)Cc2c(F)cccc2Cl)cc1	?	?	nt
CC(C)OCCCNC(=O)c1ccc2c(c1)ncn2C1CCCC1	-22.7%	-14.3%	0.0%
O=C(CCc1ccccc1)Nc1ccc(NC(=O)C2CCCCC2)nc1	?	-19.2%	2.8%
CCSCc1nnc(SCC(=O)Nc2nccs2)n1CC	0.5%	6.5%	1.2%
COC(=O)[C@]12CCCCC=C1N(Cc1ccco1)C(=O)[C@H](CC(=O)NCCCN1CCCC1=O)C2	-0.9%	4.5%	nt
CNc1nnc(SCC(=O)c2cc(C)n(C3CC3)c2C)s1	?	-14.9%	-0.2%[56.1 µM]
Cc1ccc(N(C(=O)c2ccc3c(c2)OCO3)C2C=CS(=O)(=O)C2)cc1C (configuration not stated)	-18.8%	-12.0%	6.7%

Part of the list above in another layout.
Values run as follows: DT40 TDP1 no CPT | TDP1 cell CPT | TDP1 inh
- CC(C)OCCCNC(=O)c1ccc2c(c1)ncn2C1CCCC1
  -22.7% | -14.3% | 0.0%
- CCSCc1nnc(SCC(=O)Nc2nccs2)n1CC
  0.5% | 6.5% | 1.2%
- COc1ccc(NC(=O)CSCC(=O)N(C)Cc2c(F)cccc2Cl)cc1
  ? | ? | nt
- COC(=O)[C@]12CCCCC=C1N(Cc1ccco1)C(=O)[C@H](CC(=O)NCCCN1CCCC1=O)C2
  -0.9% | 4.5% | nt
- COc1ccc(C2C(C(=O)Nc3cccc(C)n3)c3ccccc3C(=O)N2C)cc1 (configuration not stated)
  -9.1% | -3.8% | 5.2%
- O=C(NCc1ccc(Cl)c(Cl)c1)c1cc(C2CCCCN2C(=O)CCc2ccccc2)on1 (configuration not stated)
  ? | ? | nt
- O=C(CCc1ccccc1)Nc1ccc(NC(=O)C2CCCCC2)nc1
  ? | -19.2% | 2.8%

The results go on:
SMILES	DT40 TDP1 no CPT	TDP1 cell CPT	TDP1 inh
O=C(/C=C/c1ccccc1)Nn1cnnc1	-2.1%	3.7%	-0.9%
O=C(Nc1ccc2c(c1)[C@@H]1C[C@@H](CC(=O)N3CCOCC3)O[C@@H](CO)[C@@H]1O2)NC1CCCC1	3.3%	4.6%	nt
CC(Oc1ccc(F)cc1)C(=O)Nc1cc(S(=O)(=O)N2CCCCC2)ccc1N1CCOCC1 (configuration not stated)	16.4µM*	-7.9%	-12.6%
Cc1ccc(-n2nnnc2C2CCN(S(=O)(=O)c3ccc(OC(F)(F)F)cc3)CC2)cc1	-12.6%	-3.6%	2.3%
COc1ccc(/C=N/OCC(=O)Nc2ccc3c(c2)OCO3)c(OC)c1	?	1.4%	2.4%
CCN(CC1COc2ccccc2O1)C(=O)CN1C(=O)NC(C)(c2ccccc2)C1=O (configuration not stated)	0.9%	-20.3%	1.4%
CC1CCC/C(=C\Nc2ccc(O)cc2)C1=O (configuration not stated)	?	20.6µM*	4.2%
CC1=C(c2ccc(C)c(C)c2)S(=O)(=O)N=C1N1CCC(C(=O)NCc2ccccc2C)CC1	-20.9%	-6.1%	0.6%
Cc1cc(C(=O)COC(=O)Cc2ccc(Br)cc2)c(C)n1C	11.1%	0.5%	8.8%
Cc1ccc(Cc2cnc(NC(=O)c3cccs3)s2)cc1	?	?	1.9%
COc1ccc(N2N=NN(C(C)C)C2=C(Cl)c2nnnn2-c2ccc(OC)cc2)cc1	8.2µM*	5.8µM*	nt
COc1ccc(S(=O)(=O)N2CCc3ccccc32)cc1C(=O)O	-2.8%	1.7%	nt
COc1cc(C)nc(N(C)C(C)=O)n1	3.0%	11.0%	0.0%
O=C1NC(=Nc2cccc([N+](=O)[O-])c2)SC1(CO)CO	15.4%	0.0%	nt
O=C(Cc1ccccc1)N(c1ccccc1)c1ccccc1	?	?	nt
CC(C)(C)OC(=O)N1CCN(Cc2ccc(F)c(B(O)O)c2)CC1	18.1%	24.5%	nt
COc1cccc(-c2nc(CS(=O)(=O)CC(=O)NCCC(C)C)c(C)o2)c1	-27.1%	?	2.6%
COCCNC(=O)C(c1ccccc1)N(CCOC)C(=O)Cn1nnc2ccccc21 (configuration not stated)	-12.3%	-6.6%	4.2%
C=CCc1c(C)nc2c(OC)cccc2c1Cl	?	?	1.2%
COCCn1c(SCc2ccc(OC)c(F)c2)nc2ccccc2c1=O	20.6µM*	16.4µM*	-5.0%
CCC1(C)NC(=O)N(CC(=O)c2cc(C)n(C3CC3)c2C)C1=O (configuration not stated)	?	?	1.6%
CCOC(=O)C1=C(c2ccccc2)N(C)C(=O)NC1c1ccc(OC(F)F)c(OC)c1 (configuration not stated)	?	?	0.9%
CCc1ccc2nc(N(CCCN(C)C)C(=O)c3ccc(S(=O)(=O)N4CCCc5ccccc54)cc3)sc2c1	?	?	9.2%
Cc1cc(C)c(C#N)c(SCc2nnc(-c3ccccc3[N+](=O)[O-])o2)n1	20.6µM*	25.9µM*	-5.1%
CC(NC(=O)c1ccco1)c1nc(-c2ccccc2)no1 (configuration not stated)	-27.4%&-3.0%	-11.2%&-19.3%	-4.7%
O=C(Nc1ccccc1Cl)c1ccccc1S(=O)(=O)c1ccccc1[N+](=O)[O-]	-2.2%	-1.3%	1.8%
CC1(C)CC(=O)CC(C)(C)N1OC(=O)c1ccccn1	1.1%	-9.1%	-1.0%
O=C(OC(C(=O)NCc1ccc2c(c1)OCO2)c1ccncc1)c1ccc(Cl)nc1 (configuration not stated)	0.9%	13.4%	-3.8%
COCCCNC(=O)c1c(N)n(/N=C/c2cccnc2)c2nc3ccccc3nc12	6.51µM*	?	7.0%
CCCCNC(=O)CSc1nnc(Cc2ccc(Cl)c(Cl)c2)c(=O)[nH]1	20.0%	-9.0%	-3.2%
CCOc1cc(/C=C2/C(=N)N3OC(C)=CC3=NC2=O)ccc1OCCOc1ccccc1	?	?	7.8%
CN(C)c1ncc2nc(-c3ccc(Cl)cc3)c(=O)n(Cc3ccc(F)cc3)c2n1	12.7%	-5.9%	nt
NC(=O)c1oc2ccccc2c1NC(=O)c1ccco1	?	-27.8%	0.0%
CCN1CCN(C(=O)c2ccc(OCC(=O)Nc3ccc(F)cc3)c(OC)c2)CC1	?	-19.9%	0.0%
Cc1ccc(-c2csc(/C=C3\SC(C)C(=O)N3CC(=O)Nc3ccccc3F)n2)cc1 (configuration not stated)	?	?	5.0%
O=C(Cn1ccc(C(F)(F)F)n1)N/N=C/c1ccc2c(c1)OCO2	?	-13.1%	0.0%
CC1CCCCC1NC(=O)C1CCN(C(=O)c2sccc2-n2cccc2)CC1 (configuration not stated)	?	?	5.4%
CCCn1c(SCC(=O)NCCc2ccccc2)nnc1-c1cccnc1	5.0%	-1.1%	4.2%
O=C(Nc1nccs1)c1ccc(Br)o1	-7.1%	-7.2%	4.9%
C=CCn1cnc2scc(-c3ccccc3)c2c1=O	-17.8%	-10.5%	2.5%
CCOCCCNS(=O)(=O)c1ccc2c(c1)oc(=O)n2CC(=O)OCC	-10.6%	-21.0%	4.6%
Cc1ccc(NC(=O)Cn2c(=O)c3cccn3c3ccccc32)cc1	-0.1%	-14.2%	-1.5%
CCOC(=O)c1cccc2c1N[C@@H](c1ccc(F)cc1)[C@H]1CC=C[C@@H]21	?	?	nt
CCOc1ccc(NC(=O)CN(c2ccc(OCC)cc2)S(=O)(=O)c2c(C)[nH]c(=O)[nH]c2=O)cc1	-21.5%	-21.5%	6.1%
COc1ccccc1Cn1c(C(C)C)nc2ccccc21	?	?	2.4%
CCN(C(=O)CSc1nc2cc(Cl)ccc2c(=O)n1CC(C)C)C1CCS(=O)(=O)C1 (configuration not stated)	-25.9%	-18.3%	0.0%
CCCCC1=CC2=CC(=O)C(C)(OC(=O)C3CCCC3)C(=O)C2=CO1 (configuration not stated)	-9.2%	-15.8%	3.7%&4.7%
O=c1c2cc3c(cc2n(Cc2ccc(Cl)cc2)c(=O)n1Cc1nc(-c2ccccc2)no1)OCO3	0.7%	-6.9%	5.6%
CC(=O)NC(C(=O)O)C(C)(C)SN=O (configuration not stated)	-11.0%	4.9%	18.2%
CCCN(CCC)CCCNC(=O)c1cc2c(-c3ccc(OC)c(OC)c3)nn(C)c2s1	4.61µM*	14.6µM*	-4.7%
C/C=C/C(=O)N1CC2(CC(c3cccc(NC(=O)CC)c3)=NO2)C[C@H]1C(N)=O (some centres not stated)	0.3%	-22.5%	4.7%
NC(=O)c1cc(C(N)=O)nc(Cl)n1	11.4%	4.0%	2.9%
COCCNc1sc(S(=O)(=O)c2ccc(C)cc2)nc1S(=O)(=O)c1ccc(C)cc1	?	?	4.7%
Cc1ccc(-c2nc3c4c(-c5ccccc5)c(-c5ccccc5)oc4ncn3n2)cc1	-22.1%	3.2%	1.3%[12.3 µM]
O=C1CC(N(Cc2cccs2)C(=O)Nc2ccccc2)C(=O)N1c1ccc(Cl)cc1 (configuration not stated)	-27.4%	-5.6%	0.6%
COc1ccccc1CN1CC(C(=O)NCCc2ncccc2C)CCC1=O (configuration not stated)	5.3%	-3.3%	nt
COC(=O)c1ccc(Cl)cc1NC(=O)/C=C/c1ccc(C)o1	?	-8.8%	2.2%
CCOc1ccc(OCCNC(=O)C(NC(=O)c2c(F)cccc2F)C(C)C)cc1 (configuration not stated)	8.6%	-12.8%	1.2%
